# Bioassay records from PubChem.
# STEP inh = inhibitors of human striatal-enriched phosphatase STEP | P54829 | recombinant STEP, OMFP fluorogenic substrate, fluorescence | inhibition, % at 20 µM | 0.25% of 360,000 active | AID 588621;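 active = inhibition at 20 µM, scaled per plate between control wells, above about 37%, limit read from the data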;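 note: 0% = DMSO with enzyme and substrate and 100% = substrate only without enzyme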
#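 System: STEP phosphatase, cell-free reaction; Buffer or medium: Bis-Tris pH 6.0 buffer with DTT, detergent; Incubation: 20 min at room temperature, dark; Measured by: fluorescence, 480/540 nm.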
# LMPTP block = blocks human LMPTP phosphatase | P24666 | inhibition, % at 20 µM | AID 651560 | recombinant LMPTP-A, OMFP fluorogenic substrate, fluorescence intensity | 0.22% of 360,000 active;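 active = compounds that cut the enzyme signal by at least half of the control window in the single-dose screen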;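 note: plate controls were DMSO wells with enzyme plus substrate for no effect and substrate without enzyme for full effect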
#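 Buffer or medium: Bis-Tris pH 6.0, DTT, detergent; Assay system: LMPTP-A enzyme; Quantity: 0.625 nM enzyme; Detection: endpoint fluorescence intensity; Times: 50 min dark incubation at room temperature; Controls: substrate-only low control, DMSO enzyme-plus-substrate high control; Doses: single 20 µM dose; Read-out: percent inhibition versus substrate-only and uninhibited controls; Reagent: 400 µM OMFP.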
# DNMT1 inh = DNMT1 (human) enzyme inhibition. P26358. DNMT1 molecular beacon, Hinp1I cleavage, fluorescence. inhibition (reported as % activation of signal), % at 10 µM. 0.83% of 360,000 active. AID 588458; in the data active = inhibition above about 50%
# Scp1 inh = Scp-1 (human) phosphatase inhibition; AID 493091; inhibition, % at 20 µM; Q9GZU7; 0.88% of 340,000 active; Recombinant Scp1, phosphopeptide, malachite green phosphate absorbance;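 active = inhibition above about 50% at 20 µM, limit read from the data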;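 note: plate controls were DMSO wells with enzyme for no effect and wells lacking enzyme for full effect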
#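 System: truncated SCP-1 phosphatase (76-261aa); medium: Tris acetate buffer pH 5.5 with MgCl2 and Tween-20; incubation: 45 min room-temperature reaction, 5 min colour, 30 min stabiliser; compound: single 20 µM dose, 1% DMSO; reagent: Phosphorylated 17-residue peptide substrate; read-out: % inhibition at 20 µM; technique: colorimetric free-phosphate detection, absorbance 630 nm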
# CSN deneddyl inh = inhibitors of human CSN-mediated cullin deneddylation | Purified CSN, SCF-Nedd8-OG deneddylation, fluorescence polarization | inhibition, % at 12.5 µM | 0.38% of 360,000 active | AID 651999;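 active = pattern-corrected inhibition above about 35%, with an unprinted fluorescence ratio check between 0.5 and 1.5, limit read from the data, passing the limit was not always enough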;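 note: 0% = enzyme with substrate and 100% = substrate without enzyme; some results filed as inactive read as strong as hits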
#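 test system = HEK293T-derived human Csn5 enzyme | amount = 0.24 nM Csn5 enzyme, final concentration | medium = Tris/NaCl/DTT buffer, pH 7.5 | schedule = 90 min reaction at room temperature | signal = FP | evaluation = inhibition of Csn5 cleavage, % | compound dosing = single dose of 12.5 µM compound with 0.25% DMSO | probe or stimulus = 10 nM SCFSkp2-Nedd8OG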
# Neddyl block = inhibitors of human cullin neddylation; calls only at 25 µM; P61081+Q13564; TR-FRET cullin neddylation, biochemical; 0.58% of 360,000 active; in the data active = inhibition above about 36%
# SUMO1 PPI mod = SUMO1-SIM interaction modulation | SUMO1 binding to a labelled peptide, TR-FRET, 1 h | inhibition, % at 20 µM | 0.33% of 360,000 active | AID 602429; in the data active = inhibition above about 37%
# Rin1-Abl PPI inh = human Rin1-Abl interaction inhibition | TR-FRET Rin1/Abl binding, biochemical | inhibition, % at 7.35 µM | 0.4% of 360,000 active; in the data active = inhibition above about 5%, passing the limit was not always enough
# Target sequence (P00519 whole entry, looked up): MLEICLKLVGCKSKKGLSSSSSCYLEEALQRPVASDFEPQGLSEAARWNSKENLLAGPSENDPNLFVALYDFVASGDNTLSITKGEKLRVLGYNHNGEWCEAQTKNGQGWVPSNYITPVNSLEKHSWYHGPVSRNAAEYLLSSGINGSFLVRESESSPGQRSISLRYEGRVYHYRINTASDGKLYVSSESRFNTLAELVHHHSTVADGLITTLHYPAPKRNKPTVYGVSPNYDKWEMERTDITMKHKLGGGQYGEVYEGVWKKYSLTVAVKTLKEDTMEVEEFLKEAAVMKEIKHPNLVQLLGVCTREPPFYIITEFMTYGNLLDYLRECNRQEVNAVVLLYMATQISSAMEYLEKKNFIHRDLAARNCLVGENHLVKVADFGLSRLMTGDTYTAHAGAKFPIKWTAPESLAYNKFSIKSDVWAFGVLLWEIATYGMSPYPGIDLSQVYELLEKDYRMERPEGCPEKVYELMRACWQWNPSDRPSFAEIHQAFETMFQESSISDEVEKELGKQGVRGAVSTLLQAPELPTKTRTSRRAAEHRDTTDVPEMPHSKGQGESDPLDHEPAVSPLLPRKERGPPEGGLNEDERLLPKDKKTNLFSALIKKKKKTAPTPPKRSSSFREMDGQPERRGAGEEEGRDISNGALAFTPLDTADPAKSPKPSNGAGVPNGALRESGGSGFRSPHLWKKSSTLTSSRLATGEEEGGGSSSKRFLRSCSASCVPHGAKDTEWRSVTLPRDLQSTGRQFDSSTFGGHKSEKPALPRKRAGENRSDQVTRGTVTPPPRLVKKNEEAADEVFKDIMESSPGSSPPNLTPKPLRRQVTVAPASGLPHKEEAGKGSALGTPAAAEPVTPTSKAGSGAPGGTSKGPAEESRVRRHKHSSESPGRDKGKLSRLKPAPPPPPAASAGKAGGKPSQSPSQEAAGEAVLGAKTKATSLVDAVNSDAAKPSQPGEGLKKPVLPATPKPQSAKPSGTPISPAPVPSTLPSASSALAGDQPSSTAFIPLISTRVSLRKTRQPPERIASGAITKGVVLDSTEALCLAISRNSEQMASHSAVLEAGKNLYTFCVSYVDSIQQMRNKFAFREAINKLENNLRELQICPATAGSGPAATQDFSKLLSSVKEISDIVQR
# Target sequence (Q13671 whole entry, looked up): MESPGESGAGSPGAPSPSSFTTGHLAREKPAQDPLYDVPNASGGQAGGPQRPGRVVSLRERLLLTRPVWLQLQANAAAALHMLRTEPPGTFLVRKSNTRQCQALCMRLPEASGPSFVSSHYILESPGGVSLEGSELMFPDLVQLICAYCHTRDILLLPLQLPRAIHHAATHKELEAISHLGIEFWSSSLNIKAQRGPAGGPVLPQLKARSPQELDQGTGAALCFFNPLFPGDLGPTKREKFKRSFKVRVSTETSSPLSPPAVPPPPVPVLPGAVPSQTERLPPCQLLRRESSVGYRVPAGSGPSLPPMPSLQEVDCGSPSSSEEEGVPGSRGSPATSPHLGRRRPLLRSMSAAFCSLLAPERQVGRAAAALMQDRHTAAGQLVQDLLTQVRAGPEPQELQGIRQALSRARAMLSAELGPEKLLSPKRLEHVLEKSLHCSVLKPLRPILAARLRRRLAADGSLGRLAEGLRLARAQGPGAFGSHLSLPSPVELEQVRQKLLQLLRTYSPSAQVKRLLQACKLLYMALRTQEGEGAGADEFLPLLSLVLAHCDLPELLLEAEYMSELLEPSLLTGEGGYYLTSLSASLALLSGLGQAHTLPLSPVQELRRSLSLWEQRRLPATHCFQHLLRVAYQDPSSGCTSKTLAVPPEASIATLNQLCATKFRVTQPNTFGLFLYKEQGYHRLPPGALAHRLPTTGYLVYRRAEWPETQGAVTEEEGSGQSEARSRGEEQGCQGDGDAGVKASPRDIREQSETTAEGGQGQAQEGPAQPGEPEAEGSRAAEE
# NadD block = blocks S. aureus nicotinate mononucleotide adenylyltransferase; purified NadD enzyme, colorimetric absorbance read-out; 0.78% of 360,000 active; inhibition, % at 20 µM; in the data active = inhibition above about 26%; note: some compounds past the cut are filed as inactive
# Rpn11 block = blocks the human proteasome subunit Rpn11 | human 26S proteasome, Ub4-pepOG fluorescence polarization; 20S core pre-blocked with epoxomicin | calls only at 20 µM | 0.59% of 360,000 active | O00487;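 active = inhibition at 20 µM, scaled to each plate's controls, above about 33%, limit read from the data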
# * marks the source's active call; other numbers are inactive results; i = inactive; . = no result given; + = active, no number.
entry	smiles	STEP inh	LMPTP block	DNMT1 inh	Scp1 inh	CSN deneddyl inh	Neddyl block	SUMO1 PPI mod	Rin1-Abl PPI inh	NadD block	Rpn11 block
1	CC(C)CNc1nc(=S)nc(N(C)C)[nH]1	-1	-0.9	-3	-4	-4	i	-1	-1	-3	i
2	CC(=NNC(=O)c1cccc(S(=O)(=O)N2CCOCC2)c1)c1ccccc1	0	0.0	5	-2	2	i	-1	-2	8	i
3	Cc1cc(C)c(C(O)c2ncc(-c3ccccc3C)[nH]2)c(C)c1 (configuration not stated)	-1	-1.1	-3	.	2	i	5	-4	4	i
4	C/C=C(\C)CN1CCC(Oc2cccc(C(=O)NCc3ccccn3)c2)CC1	0	-0.7	1	1	3	i	-3	0	-4	i
5	COc1cc(-c2nnc(SCC(=O)N3c4ccccc4Sc4ccccc43)o2)cc(OC)c1OC	-3	3.9	-8	-15	-2	i	0	-1	-4	i
6	CCc1nc(N2CCN(CC(=O)NCC3CCCO3)CC2)c(C#N)c2c1COC(C)(C)C2 (configuration not stated)	2	-1.2	4	-7	-3	i	5	-2	-1	i
7	CCCc1cc(=O)oc2cc(C)cc(OCC(=O)NCCCN3CCOCC3)c12	1	0.0	0	-7	1	.	6	-1	-5	i
8	COc1ccc(-n2nnnc2SCC(=O)NC(=O)Nc2ccc3c(c2)OCCO3)cc1	0	0.7	-6	0	-1	i	0	-2	0	i
9	Cc1cc(=O)oc2cc(OCCCN3C(=O)c4ccccc4C3=O)ccc12	1	-0.4	44	-7	16	i	-6	0	0	i
10	O=S(=O)(c1ccccc1)N1CCN(CC2CC3C=CC2C3)CC1 (configuration not stated)	-2	-2.2	2	-4	5	i	-1	-2	-1	i
11	CC1(C)N([O-])C(c2cccs2)=C[N+]1=O	-3	-0.9	4	-7	4	i	-5	2	12	i
12	CCN(CC)CCOc1c(C)cccc1Cl	-2	1.4	0	-4	2	i	0	2	-6	i
13	Cc1cccc(C(=O)OCC(=O)Nc2sc3c(c2C#N)CCC3)c1	-1	-0.1	15	-4	-4	i	5	0	0	i
14	CC(=O)N/C(=C\c1ccc(C)o1)C(=O)NCc1ccccc1	-1	-0.6	-4	-4	1	i	-2	1	3	i
15	O=C(CSc1nnc(-c2ccccc2F)o1)NC(=O)Cc1ccccc1	-1	-0.7	-1	-10	-3	i	0	-4	4	i
16	Cc1ccccc1Nc1nnc(SCc2cc([N+](=O)[O-])cc3c2OCOC3)s1	-1	1.5	-4	-6	-2	i	-12	1	5	i
17	Cc1sc2c(=O)n3c(nc2c1C(=O)NC1CCCCC1)CCCCC3	-7	-1.2	0	-7	-6	i	2	-1	-3	i
18	O=C(CN1C(=O)COc2ccccc21)NCCC1=CCCCC1	-5	0.1	2	-12	2	i	-1	-2	-1	i
19	O=C(Nc1cccc2ccccc12)ON=C1CCCCC1	-2	-0.9	-9	-7	-1	.	-5	-6	-1	i
20	COC(=O)C1=CO[C@@H](O[C@@H]2O[C@H](CO)[C@@H](O)[C@H](O)[C@H]2O)[C@H]2[C@@H]1C(=O)C[C@@H]2C	-2	-0.1	3	0	0	i	4	0	-1	i
21	CCCCOc1ccc(C(=O)NN2CCN(C)CC2)cc1	-1	-1.3	2	-4	1	i	0	-1	2	i
22	C[n+]1cccc(C(=O)O)c1	2	-1.5	-2	-6	0	i	3	-3	3	i
23	O=C(COc1ccc2c3c(c(=O)oc2c1)CCC3)NCCCN1CCOCC1	0	0.3	1	-6	-1	i	3	0	5	i
24	c1ccc(-c2nc(N3CCN(c4ccccc4)CC3)nc(-n3ccnc3)n2)cc1	7	8.8	-7	-5	-2	i	1	0	4	i

# Retrieved by compound from above, 6 records:
entry	smiles	STEP inh	LMPTP block	DNMT1 inh	Scp1 inh	CSN deneddyl inh	Neddyl block	SUMO1 PPI mod	Rin1-Abl PPI inh	NadD block	Rpn11 block
24	c1ccc(-c2nc(N3CCN(c4ccccc4)CC3)nc(-n3ccnc3)n2)cc1	7	8.8	-7	-5	-2	i	1	0	4	i
7	CCCc1cc(=O)oc2cc(C)cc(OCC(=O)NCCCN3CCOCC3)c12	1	0.0	0	-7	1	.	6	-1	-5	i
17	Cc1sc2c(=O)n3c(nc2c1C(=O)NC1CCCCC1)CCCCC3	-7	-1.2	0	-7	-6	i	2	-1	-3	i
4	C/C=C(\C)CN1CCC(Oc2cccc(C(=O)NCc3ccccn3)c2)CC1	0	-0.7	1	1	3	i	-3	0	-4	i
1	CC(C)CNc1nc(=S)nc(N(C)C)[nH]1	-1	-0.9	-3	-4	-4	i	-1	-1	-3	i
9	Cc1cc(=O)oc2cc(OCCCN3C(=O)c4ccccc4C3=O)ccc12	1	-0.4	44	-7	16	i	-6	0	0	i

# More entries
entry	smiles	STEP inh	LMPTP block	DNMT1 inh	Scp1 inh	CSN deneddyl inh	Neddyl block	SUMO1 PPI mod	Rin1-Abl PPI inh	NadD block	Rpn11 block
25	CC(=O)c1ccc(OCC(=O)N2CCN(S(=O)(=O)c3ccc(C)cc3C)CC2)cc1	1	1.1	1	-11	2	i	0	1	-4	i
26	Cc1c(Cl)ccc(S(=O)(=O)NCCCn2ccnc2)c1Cl	0	-1.8	-1	-8	-3	i	-5	-3	2	i
27	COc1ccc(/C(C#N)=C/c2cccnc2)cc1	0	-0.4	0	.	-2	i	-34	-2	-5	i
28	Cc1cccc(-n2c(C)nc3cc(C(=O)N4CCOCC4)ccc32)c1	-2	-0.7	3	-10	-5	i	2	-3	3	i
29	O=C(Nc1ccc2ccccc2c1)c1cc(F)c(F)cc1Cl	0	3.2	-1	-9	-3	i	0	-3	-4	i
30	CC(=O)N1CCN(C(=O)CCc2nnc(CCCCc3ccccc3)o2)CC1	-2	-1.0	3	2	4	i	2	-2	-5	i
31	O=C(CSc1ccc(Cl)cc1)N/N=C/c1cccnc1	-1	-1.0	0	-1	-10	i	-2	5	-4	i
32	COc1cc(CC(=O)OCC(=O)NCc2ccco2)cc(OC)c1OC	0	-0.3	35	35	-1	i	11	0	2	i

# 3 entries from above, with each value named.
[25] CC(=O)c1ccc(OCC(=O)N2CCN(S(=O)(=O)c3ccc(C)cc3C)CC2)cc1
- STEP inh = 1
- LMPTP block = 1.1
- DNMT1 inh = 1
- Scp1 inh = -11
- CSN deneddyl inh = 2
- Neddyl block = i
- SUMO1 PPI mod = 0
- Rin1-Abl PPI inh = 1
- NadD block = -4
- Rpn11 block = i

[26] Cc1c(Cl)ccc(S(=O)(=O)NCCCn2ccnc2)c1Cl
- STEP inh = 0
- LMPTP block = -1.8
- DNMT1 inh = -1
- Scp1 inh = -8
- CSN deneddyl inh = -3
- Neddyl block = i
- SUMO1 PPI mod = -5
- Rin1-Abl PPI inh = -3
- NadD block = 2
- Rpn11 block = i

[27] COc1ccc(/C(C#N)=C/c2cccnc2)cc1
- STEP inh = 0
- LMPTP block = -0.4
- DNMT1 inh = 0
- Scp1 inh = .
- CSN deneddyl inh = -2
- Neddyl block = i
- SUMO1 PPI mod = -34
- Rin1-Abl PPI inh = -2
- NadD block = -5
- Rpn11 block = i

# Additional entries follow.
entry	smiles	STEP inh	LMPTP block	DNMT1 inh	Scp1 inh	CSN deneddyl inh	Neddyl block	SUMO1 PPI mod	Rin1-Abl PPI inh	NadD block	Rpn11 block
33	Cc1cc(CN(Nc2ccccc2)c2ccccc2)cc(C)n1	1	1.6	0	.	-1	i	8	1	-6	i
34	CC(Sc1nnc2ccccn12)C(=O)Nc1ccc2c(c1)OCO2 (configuration not stated)	-3	0.3	-5	6	-2	i	6	1	1	i
35	O=[N+]([O-])c1ccc(NS(=O)(=O)c2ccccc2)c(Cl)c1	1	-0.7	4	-5	4	i	-26	4	-3	i
36	Cc1c(C(=O)Nc2ccc3nc(N4CCOCC4)sc3c2)oc2ccccc12	-1	2.6	-19	6	-4	.	0	2	-9	i
37	COC(=O)c1onc(C(=O)c2ccccc2)c1C(=O)OC	-2	0.4	2	-6	-1	i	-2	-7	-3	i
38	Cn1c2c(c(=O)[nH]c1=O)C(c1ccc(O)cc1)C1=C(N2)c2ccccc2C1=O (configuration not stated)	-1	1.1	-7	-9	-4	i	-21	-3	0	i
39	O=C(NC1CC2CCCC(C1)N2C(=S)Nc1ccc(Cl)cc1)C1CC1 (configuration not stated)	0	-0.1	0	-4	1	i	-2	1	1	i
40	NCCCC[C@H]1CN=C(N)N1CC1CCCCC1	-5	21	0	-10	2	i	-4	2	-1	+
41	CCOc1ccc(-c2ccc3nnc(SCC(=O)NCC4CCCO4)n3n2)cc1 (configuration not stated)	2	-1.1	3	19	2	+	-35	-1	-3	i
42	O=[N+]([O-])c1cccc(CP(=O)(c2ccccc2)c2ccccc2)c1	1	0.2	5	-6	-1	i	-19	1	-2	i
43	CCOC(=O)c1ccccc1NC(=O)COC(=O)CN1C(=O)NC2(CCCC2)C1=O	0	-1.2	1	-9	6	i	1	3	-8	i
44	CCCC(=O)Nc1c2c(nn1-c1ccc(C)cc1)CS(=O)(=O)C2	-1	-1.7	1	-3	2	i	-1	1	0	i
45	Cn1c(=N)c(S(=O)(=O)c2ccccc2)cc2c(=O)n3ccccc3nc21	-1	-0.9	-4	3	-4	.	-2	-10	-4	i
46	COc1ccc(C2C3=C(CC(C)(C)CC3=O)Nc3c2c(=O)[nH]c2nc(C)nn32)cc1 (configuration not stated)	2	0.6	1	-13	2	+	0	-1	4	i
47	CCCOc1cccc(C(=O)O)c1	5	0.1	-4	-7	5	i	2	2	-3	i
48	Fc1ccc(/C=N/N2CCOCC2)c(F)c1	-1	-0.6	0	1	5	i	-2	2	0	i
49	Cc1ccc(C(=O)NCC(=O)OCC(=O)c2ccc(Br)s2)cc1	2	0.0	0	-4	3	i	-14	-48	-3	i
50	O=S(=O)(N1CCOCC1)n1c(Cc2ccccc2)nc2ccccc21	0	1.0	0	-6	0	i	4	0	0	i
51	CN(C)CCNC(=O)c1cccc(-c2cnc3c(NC=O)cc(/C=C/c4ccccc4)cn23)c1	5	-3.2	-19	.	12	.	-20	-2	3	i
52	CC(=O)Nc1ccc(Nc2ncc([N+](=O)[O-])c(Nc3ccc(NC(C)=O)cc3)n2)cc1	-3	-1.6	-3	8	-3	i	-23	-5	3	i
53	CCCc1nc(SCC(=O)N2CCCC2)c2c(=O)n(C)c(=O)n(C)c2n1	-3	-0.3	7	1	2	i	0	5	-3	i
54	COc1ccc(-c2nnc(SCC(=O)NC(C)C)n2CC2CCCO2)cc1OC (configuration not stated)	-4	-2.1	-3	-2	1	i	2	3	5	i
55	Cc1cc(C)n(CC(=O)NNC(=O)CC(C)c2ccccc2)n1 (configuration not stated)	1	-1.4	-2	10	1	i	-1	-3	-1	i
56	COc1cc(NC(=S)Nc2cccnc2)cc(OC)c1OC	-1	-0.6	-2	-4	3	i	1	-1	7	i
57	CCOC(=O)CN1NC2(CCCC(C)C2)NC1=S (configuration not stated)	0	-3.0	3	2	-5	i	2	-2	6	i
58	CC(=C\C(=O)O)/C(=C/c1ccccc1)C(=O)O	-2	-0.5	3	-3	0	i	-3	1	0	i
